KKLEB tox = cytotoxicity in KKLEB CF airway cells, primary screen, cytotoxicity control for CF NF-kB inhibitor project, cell-based, uHTS, fluorescence assay plates; AID 602141, 2011; KKLEB CF airway cells viability, ATPlite luminescence, overnight; active compounds read low; cells stimulated with P. aeruginosa culture filtrate; actives 0.36% (n = 360,000); activity change (cytotoxicity), % at 5 µM;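 active means corrected activity change at or below -50% at 5 µM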
TROY signal inh = inhibitors of TROY-driven NF-kB signaling, primary screen, Q293 LMP1-TROYcd cells, NF-kB luciferase, uHTS | Q293 LMP1-TROYcd NF-kB luciferase reporter, 4 h | inhibition, % at 10 µM | actives 0.98% (n = 360,000) | AID 1347056, 2019;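 active means compounds whose plate-normalised and pattern-corrected inhibition of the luciferase reporter signal at the single screening dose is 50% or more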
SRC1 inh = SRC1 coactivator transcriptional activity inhibitors, primary screen, cell-based, luminescence; AID 588354, 2011; Nuclear receptor coactivator 1 (Homo sapiens), Q15788; actives 0.12% (n = 360,000); HEK293 GAL4-SRC1 luciferase reporter; inhibition, % at 3.6 µM;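 active means inhibition above the campaign mean plus 3 SD, with each screening campaign given its own cutoff, cut at about 60% in these data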;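 further: 0% = DMSO treated cells and 100% = gossypol at 36 µM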
C8 TRAIL sens = viability loss with TRAIL in NB7+C8 cells, primary screen, TRAIL sensitizer project, cell-based, ATPlite luminescence. inhibition (viability loss, TRAIL sensitization), % at 10 µM. actives 1% (n = 360,000). AID 624354, 2012;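 active means compounds causing at least 50% loss of cell viability in the single-dose screen, relative to plate controls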
Shn3 3UTR inh = reduction of Shn3 3'UTR firefly luciferase signal, primary screen, Schnurri-3 inhibitor project, cell-based, Clone20 osteoblasts, set 2; inhibition, % at 12.5 µM; AID 588674, 2011; actives 0.52% (n = 360,000); Clone20 osteoblast Shn3 3'UTR firefly luciferase, 24 h;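 active means mean inhibition of at least 75% with every replicate also reaching 75%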;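 further: 0% = median of neutral control wells and 100% = pilot-screen positive control compound; some compounds past the cut are filed as inactive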
NCOA3 inh = SRC3 coactivator transcriptional activity inhibitors, primary screen, cell-based, luminescence. Nuclear receptor coactivator 3 (Homo sapiens), Q9Y6Q9. inhibition, % at 3.6 µM. actives 0.17% (n = 360,000). HEK293 GAL4-SRC3 luciferase reporter. AID 588352, 2011;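 active means inhibition above a per-campaign cutoff, the mean of all compounds plus 3 SD, cut at about 60% in these data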;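 further: 0% = DMSO-treated cells and 100% = gossypol-treated cells at 36 µM; higher means less SRC3-driven luciferase light from the GAL4 reporter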
Target sequence (Q9Y6Q9 whole entry, looked up, the tested form may be a part): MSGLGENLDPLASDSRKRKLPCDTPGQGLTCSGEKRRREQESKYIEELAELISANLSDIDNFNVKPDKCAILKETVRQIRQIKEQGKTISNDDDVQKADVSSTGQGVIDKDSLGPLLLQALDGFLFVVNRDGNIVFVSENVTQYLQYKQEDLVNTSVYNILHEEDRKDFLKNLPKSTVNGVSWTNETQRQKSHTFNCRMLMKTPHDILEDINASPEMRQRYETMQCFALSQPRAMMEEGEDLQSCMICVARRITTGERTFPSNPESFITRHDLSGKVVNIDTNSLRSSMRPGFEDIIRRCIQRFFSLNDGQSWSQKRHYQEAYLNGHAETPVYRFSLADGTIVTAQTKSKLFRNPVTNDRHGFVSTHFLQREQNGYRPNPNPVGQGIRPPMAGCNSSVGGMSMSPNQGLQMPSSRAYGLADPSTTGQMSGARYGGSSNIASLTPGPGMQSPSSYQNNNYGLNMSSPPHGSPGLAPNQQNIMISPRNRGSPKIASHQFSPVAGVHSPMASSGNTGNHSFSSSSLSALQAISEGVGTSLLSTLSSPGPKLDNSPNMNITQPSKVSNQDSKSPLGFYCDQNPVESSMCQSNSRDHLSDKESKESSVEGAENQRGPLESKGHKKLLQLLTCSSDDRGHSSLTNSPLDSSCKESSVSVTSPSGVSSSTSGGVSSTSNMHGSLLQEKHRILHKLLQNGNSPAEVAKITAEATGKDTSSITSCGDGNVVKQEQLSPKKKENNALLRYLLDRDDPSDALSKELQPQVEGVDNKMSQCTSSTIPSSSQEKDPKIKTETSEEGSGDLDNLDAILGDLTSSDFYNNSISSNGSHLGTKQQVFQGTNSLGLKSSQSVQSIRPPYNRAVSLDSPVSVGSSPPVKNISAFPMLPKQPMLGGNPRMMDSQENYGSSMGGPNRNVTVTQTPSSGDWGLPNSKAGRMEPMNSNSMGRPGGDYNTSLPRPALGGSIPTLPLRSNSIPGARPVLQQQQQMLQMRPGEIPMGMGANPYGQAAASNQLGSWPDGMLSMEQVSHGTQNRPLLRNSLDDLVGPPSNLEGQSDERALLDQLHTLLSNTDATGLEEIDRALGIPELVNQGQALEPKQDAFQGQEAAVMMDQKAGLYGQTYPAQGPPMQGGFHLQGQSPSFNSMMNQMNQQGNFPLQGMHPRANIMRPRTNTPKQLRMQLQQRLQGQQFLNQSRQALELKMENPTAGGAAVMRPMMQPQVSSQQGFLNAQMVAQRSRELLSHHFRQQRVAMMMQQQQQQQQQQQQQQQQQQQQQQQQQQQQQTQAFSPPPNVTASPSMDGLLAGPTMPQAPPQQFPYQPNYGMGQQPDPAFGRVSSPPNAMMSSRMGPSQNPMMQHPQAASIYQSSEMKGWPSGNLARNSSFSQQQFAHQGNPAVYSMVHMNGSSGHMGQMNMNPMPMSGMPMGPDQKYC
EBV LMP1 NFkB = EBV LMP1-driven NF-kappaB luciferase reporter inhibitors, primary screen, cell-based, luminescence, single point; LMP1-induced NF-kappaB luciferase reporter cells; inhibition, % at 12.5 µM; actives 0.69% (n = 350,000); AID 504558, 2011; in the data active means inhibition above about 41%;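 further: 0% = neutral control wells and 100% = reference inhibitor control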
LRH-1 inv ag = LRH-1 (NR5A2) inverse agonists, primary screen, cell-based, luminescence, HEK293T, StAR-luciferase reporter; Nuclear receptor subfamily 5 group A member 2 (Homo sapiens), O00482; LRH-1 transfected, 24 h; inhibition, % at 3.6 µM; actives 0.13% (n = 360,000); AID 602396, 2012;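 active means inhibition above the mean inhibition of all tested compounds plus 3 SD, cut at about 73% in these data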;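 further: 0% = DMSO wells and 100% = reporter-only cells lacking LRH-1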
TWEAK Fn14 block = inhibitors of TWEAK-Fn14 signaling, primary screen, luciferase reporter cells, uHTS; AID 1159606, 2016; actives 2% (n = 360,000); TWEAK-stimulated Fn14 reporter cells, luciferase luminescence, 8 h; inhibition, % at 10 µM; in the data active means inhibition above about 50%
CF NFkB inh = inhibitors of PAF-induced NF-kB signaling, primary screen, cell-based, GFP fluorescence, uHTS; KKLEB NF-kB-GFP reporter, GFP fluorescence overnight; inhibition, % at 5 µM; AID 588850, 2011; actives 0.86% (n = 360,000);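 active means at least 50% inhibition at 5 µM, scaled per plate between neutral and stimulator controls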;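 further: PAF is a Pseudomonas aeruginosa culture filtrate used as stimulus; plate controls were PAF-stimulated DMSO wells for no effect and unstimulated DMSO wells for full effect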
COUP-TFII inh = NR2F2 transcriptional activity inhibitors, primary screen, cell-based, luciferase reporter, HEK293T, luminescence. COUP transcription factor 2 (Homo sapiens), P24468. HEK293T NGFI-A luciferase reporter. inhibition, % at 8.6 µM. actives 0.7% (n = 370,000);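 active means inhibition above a per-plate cutoff, mean inhibition of test wells between control levels plus 3 SD, cut at about 38% in these data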;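 further: cells cotransfected with COUP-TFII expression vector driving the NGFI-A reporter; 0% = median of COUP-TF2 test wells and 100% = reporter-only cells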
The depositor's hits bear a star; / = no result given; & = joins results of further samples. An excerpt; rates above refer to the full screens.

SMILES	KKLEB tox	TROY signal inh	SRC1 inh	C8 TRAIL sens	Shn3 3UTR inh	NCOA3 inh	EBV LMP1 NFkB	LRH-1 inv ag	TWEAK Fn14 block	CF NFkB inh	COUP-TFII inh
COc1ccc(/C=N/NC(=O)CCn2cnc3ccccc32)cc1	-3	2	-2	-12	7	13	-1	18	9	-4	-11
CC12CCC(C(=O)Nc3ccc(SC(F)F)cc3)(CC1=O)C2(C)C (stereo not drawn)	2	-1	2	-9	0	9	-4	-1	0	-4	7
COc1ccc(-n2c(SCC(=O)NCc3ccco3)nnc2-c2c[nH]c3ccccc23)cc1	4	-4	3	11	6	9	3	-2	-4	5	-4
O=C(COC(=O)CC1CC2CCC1C2)Nc1ccc(Cl)c(S(=O)(=O)N2CCOCC2)c1 (stereo not drawn)	-7	8	-10	-20	0	-11	-6	6	-3	8	1
CC(C)Oc1ccc(C2CC(=O)N(c3cccc(/C=C/C(=O)O)c3)C2=O)cc1 (stereo not drawn)	-10	5	-14	18	-51	-21	-5	15	1	7	4
S=C(NCC1CCCO1)Nc1ccc(Cl)c(Cl)c1 (stereo not drawn)	0	-35	-1	-3	-19	-12	-2	-12	-16	11	4
COc1cc(/C=N/NC(=O)/C(=C/c2ccccc2)CCO)ccc1O	-3	-56	-11	2	-12	14	2	6	-12	2	-20
O=c1[nH]nc(-c2cccs2)c2ccccc12	17	-5	-4	-7	5	12	10	6	-9	-15	-19
CCc1[nH]nc2c1C(c1ccncc1)C(C#N)=C(N)O2 (stereo not drawn)	3	2	-2	4	-20	9	-3	-17	-12	11	3
NN=C(c1ccccc1)c1ccccc1	-8	-22	8	29	-42	9	/	6	-9	14	13
CCC1Oc2ccc(C)cc2N(CC(=O)N(Cc2cccnc2)Cc2ccc(C)o2)C1=O (stereo not drawn)	6	10	14	13	20	15	0	-1	12	-2	6
CCOC(=O)C(CC(=O)c1ccccc1)CC(=O)c1ccccc1	-3	-58	-42	15	-38	-65	-14	-32	-12	1	-21
O=[N+]([O-])c1ccc(C(O)CN2CCN(c3ccccc3)CC2)cc1 (stereo not drawn)	4	0	-3	14	7	-10	-4	-12	10	2	-7
CCOc1cccc(-c2c(C(=O)N/N=C/c3ccc(C)o3)nnn2-c2nonc2N)c1	11	-8	-4	2	-11	3	2	3	-1	-13	-18
CC(=O)c1ccc(NC(=O)C(C)NCc2ccc(Cl)cc2)cc1 (stereo not drawn)	11	4	-18	0	-5	9	4	2	6	4	10

Just SRC1 inh, EBV LMP1 NFkB and Shn3 3UTR inh, for 2 of the compounds above:
| mol | SRC1 inh | EBV LMP1 NFkB | Shn3 3UTR inh |
| --- | --- | --- | --- |
| O=C(COC(=O)CC1CC2CCC1C2)Nc1ccc(Cl)c(S(=O)(=O)N2CCOCC2)c1 (stereo not drawn) | -10 | -6 | 0 |
| CC(C)Oc1ccc(C2CC(=O)N(c3cccc(/C=C/C(=O)O)c3)C2=O)cc1 (stereo not drawn) | -14 | -5 | -51 |

(next part)
SMILES	KKLEB tox	TROY signal inh	SRC1 inh	C8 TRAIL sens	Shn3 3UTR inh	NCOA3 inh	EBV LMP1 NFkB	LRH-1 inv ag	TWEAK Fn14 block	CF NFkB inh	COUP-TFII inh
Cc1cc(-c2ccccc2)nc(=O)[nH]1	-27	5	-12	-2	-20	-17	-10	-16	-5	8	-3
CCOC(=O)C1(Cc2ccccc2)CCN(C2Cc3ccccc3C2)CC1	21	-4	5	-5	27	-12	10	-14	3	-21	11
CN(CC(=O)Nc1ccc(F)cc1)C(=O)CN1C(=O)NC2(CCCc3ccccc32)C1=O (stereo not drawn)	5	14	-10	2	15	2	-6	9	-6	24	-2
O=c1cc(-c2ccco2)oc2ccc(Cl)cc12	2	-72	-11	29	-39	-15	-13	-19	-45	-25	-3
CCCCCCn1c(SCC(=O)OC)nc2c1c(=O)[nH]c(=O)n2C	-1	-7	-3	-10	-20	1	-14	7	-7	2	-11
C/C(=N\NC(=O)COc1c(C)cccc1C)c1cccs1	-15	-14	-16	-1	5	-9	8	0	-25	6	-1
COc1cccc(CNS(=O)(=O)c2ccc(-n3cnnn3)c(C)c2)c1	8	6	6	-23	4	-7	-4	5	20	-12	-13
Clc1ccc(CN(Cc2ccc(Cl)cc2)c2nn[nH]n2)cc1	8	7	14	6	-12	12	-2	-4	-15	-3	9
Cc1nn(-c2ccccc2)c(C)c1C(=O)NCCc1ccc(Cl)cc1	-16	-7	-37	9	10	-15	5	14	-5	20	1
Cc1cccc(CCNS(=O)(=O)c2ccc3c(c2)CCN3C(=O)CCC(=O)O)c1	-5	-15	13	-7	-7	-7	-12	18	15	-32	/
COc1cccc(Sc2ccccc2CN(C)C)c1	-3	-9	1	13	22	-5	1	-7	13	3	-8
Cc1ccc(S(=O)(=O)N2CCN(C(=O)C3=COCCO3)CC2)cc1C	11	-12	-23	10	3	-22	4	7	8	-8	11
O=Cc1cn(CC(=O)N2CCCCC2)c2ccccc12	4	2	-4	-4	-44	-15	5	4	-1	8	-5
O=C(COC(=O)Cc1ccc(Br)cc1)NCC1CCCCC1	9	6	-18	-6	-31	22	-5	-9	0	12	-1
Cc1c(Br)cnn1C(C)C(=O)N1CCN(c2ccccc2F)CC1 (stereo not drawn)	3	5	-10	3	6	-12	-9	-24	3	15	9
O[C@H]1C[C@H](c2ccc(Cl)cc2)N(CC2CCCCC2)C[C@@H]1n1cc(-c2ccc(F)cc2)nn1	-5	-3	-15	-7	24	-3	-2	11	-7	-24	-13
CC[C@@H]1Cc2[nH][nH]c(=O)c2[C@H](c2ccc(Cl)cc2)O1	/	-8	/	-5	/	/	/	-12	-11	/	-5
CC(=O)N(Cc1c(C#N)c2ccccc2n1C)c1ccccc1	0	13	6	5	-7	3	-1	17	-3	5	5
CN1CCc2c(c3ccccc3n2C)C1	1	8	5	11	0	1	-1	16	-3	-18	12
COCCSc1ccccc1C(=O)Nc1nccs1	22	9	-10	7	-12	5	-6	13	-6	-6	15
CC(C)C1CC(CCNCc2ccc3c(c2)OCO3)(c2ccccc2)CCO1 (stereo not drawn)	-7	-11	-14	3	15	21	-3	-3	18	7	13
CCC1=NN(C(=O)c2ccc(C)cc2)C(O)(c2ccc(Br)cc2)C1 (stereo not drawn)	9	-47	-23	10	-57	-7	6	-50	-5	0	-25
Cc1ccc(CNC(=O)COC(=O)c2ccc(S(=O)(=O)NCc3ccco3)cc2)cc1	-11	12	-17	11	18	18	-10	15	15	2	-18
CCCCN(CC)Cc1ccc(CNC(=S)Nc2ccccc2F)o1	-9	5	-4	7	-16	7	3	-4	8	-12	-10
CCCCn1c(NC(=O)CC)c(C#N)c2nc3ccccc3nc21	2	-3	9	-15	-14	15	6	17	-9	4	5
N#CCC(=O)Nc1ncc(Cc2ccccc2Cl)s1	-4	27	-9	-4	16	9	-9	26	32	22	-7
O=C1CC(c2cccc(F)c2)SC(N(c2ccccc2)c2ccccc2)=N1 (stereo not drawn)	5	4	12	-6	-51	7	10	-3	-5	6	/
O=C(Nc1cccc(N2C(=O)C=CC2=O)c1)c1cccs1	1	-7	-49	2	22	-5	-1	2	-12	40	-16
CC(=O)Nc1ccc(NC(=O)CSc2nnc3ccc(-c4ccccn4)nn23)cc1	-2	-2	1	1	-9	0	1	0	-9	5	12
Cc1ccc(S(=O)(=O)CC(=O)NC(C)(C)C)cc1	4	-4	-4	-16	10	-9	-1	-12	5	6	7
Cc1cccc(NC(=O)c2cccc(S(=O)(=O)Nc3c(C)n(C)n(-c4ccccc4)c3=O)c2)c1	17	-14	-5	-31	2	4	-5	-7	5	-4	-11
O=C1NCCN(CC2CCN(CCc3ccccc3)CC2)C1=O	3	7	0	9	-6	-1	-8	-4	-14	9	0
Cc1cccc(NC(=O)C2CC(O)CN2C(=O)OCc2ccccc2)c1 (stereo not drawn)	6	-1	8	1	-14	7	-2	5	8	-10	7
CCOC(=O)N1CCC(Nc2c(NCCN3CCN(c4ccccc4F)CC3)c(=O)c2=O)CC1	14&-3	9&-10	9&-27	7&4	-17&11	-10&8	3&2	-4&4	19&-24	0&13	-4&17
Cc1nc(-c2ccncc2)sc1C(=O)Nc1ccc(Cl)cc1	19	15	9	-3	79	17	-2	12	-19	-36	-16
Cn1c(N)c(C(=O)COC(=O)C2CC(=O)N(Cc3ccccc3)C2)c(=O)n(C)c1=O (stereo not drawn)	8	1	15	25	-3	55	-1	9	3	19	11
Brc1cccc(-c2cnc3n2CCCCC3)c1	-12	11	0	-3	14	3	11	-28	20	17	20
CCN1CCN(c2ccc(NC(=O)c3cc(S(=O)(=O)N4CCCC4)ccc3Cl)cc2)CC1	-10	-4	-9	-3	66	-1	0	9	5	22	-16
Clc1ccc(-c2cnn3c(-c4ccncc4)ccnc23)cc1	0	28	-75	25	-10	-79	-30	-174	34	-26	-70
Cc1ncc(CO)c2c1Oc1nc(-c3ccccc3)nc(SCC(=O)N3CCOCC3)c1C2	-15	13	18	24	-6	-16	-10	15	-17	14	-12
CCN(CC)CCNc1cc(C)c(C#N)c2nc3ccccc3n12	-4	-7	-2	-12	-28	3	-3	4	-31	-21	11
Cn1c(Cc2cccs2)nnc1SCC(=O)Nc1ccc(F)cc1F	11	-31	-13	-1	-3	-2	-2	7	5	-10	15
O=C(COc1ccc(-c2ccccc2)cc1)N1CCN(S(=O)(=O)Cc2ccccc2)CC1	10	31	13	8	46	6	28	13	20	24	17
CCn1c(-c2c[nH]c3ccccc23)n[nH]c1=S	0	10	-12	9	-1	2	6	-18	-7	-12	3
O=c1c2ccccc2ncn1CCOCCOc1ccc([N+](=O)[O-])cc1	-7	-1	-2	6	3	-2	-3	36	4	-5	-11
Cc1c(OCc2nn[nH]n2)ccc2c3c(c(=O)oc12)CCC(C)C3 (stereo not drawn)	0	5	-23	-7	-12	22	0	-6	6	-3	10
COc1ccc(CCN(C)C(=O)c2c(C)nn(CC(C)C)c2Cl)cc1OC	-2	-1	-18	12	21	14	9	-1	-1	31	13
CCN(CC)c1ccc(N2C(=O)/C(=C\c3cccs3)SC2=S)cc1	0	19	4	-9	18	6	-13	-3	-11	1	-10
CCS(=O)(=O)c1nc(S(=O)(=O)c2ccc(Cl)cc2)c(NCCCN2CCCC2=O)s1	-6	3	-2	-6	0	17	3	4	8	21	9
Nc1nonc1-n1nnc(C(=O)N/N=C/c2cccc(Cl)c2)c1CSc1ccccc1	2	15	13	5	6	3	/	2	-25	10	1
Cc1ccc(-n2nc3c(c2NC(=O)CC(C)C)CS(=O)C3)cc1 (stereo not drawn)	5	-9	-12	-18	-19	8	-6	0	-6	-7	12

Assay outcomes: PubChem BioAssay, several laboratories
